Source: PubChem BioAssay
NR3A LBD binder = binders of NR3A ligand-binding domain, primary screen, biophysical, differential scanning fluorimetry, uHTS; NR3A LBD differential scanning fluorimetry, Tm shift; 0% = protein alone, 100% = glycine-bound protein; Tm shift relative to glycine control, % at 25 µM; 340,000 tested, 2.5% active;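 active = melting temperature shift of at least 10% of the positive control shift, at one fixed dose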
mIAP act = activators of mouse IAP, primary screen, biochemical, luminescence, uHTS. muIAP, CDP-Star luminescence, 30 min; hits give high values; 1 = vehicle-only enzyme signal, 0 = enzyme-free wells. activation factor at 10 µM. 330,000 tested, 0.24% active;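 active = activation factor of at least 2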; note: the source names both 10 and 20 µM as test concentration; values of inactives mirror those of a sister screen read the other way
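Assay system: mouse IAP enzyme; reagent: chemiluminescent substrate CDP-Star; dosing: test compounds delivered from DMSO solution; schedule: 30 min at room temperature; measured by: luminescence from enzymatic CDP-Star hydrolysis; controls: DMSO-only wells and no-enzyme negative control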
A3A deaminase = APOBEC3A ssDNA deaminase inhibitors, primary screen, selectivity assay for APOBEC3G inhibitor project, biochemical, FAM/TAMRA oligo cleavage fluorescence | inhibition, % at 20 µM | recombinant A3A, FAM/TAMRA ssDNA deamination fluorescence | DNA dC->dU-editing enzyme APOBEC-3A (Homo sapiens), P31941 | 330,000 tested, 0.41% active;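 active = at least 40% inhibition at 20 µM here, with at most 30% in a related deaminase screen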;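 note: plate controls were A3A with DMSO for no effect and wells lacking A3A enzyme for full effect; some results filed as inactive read as strong as hits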
Target sequence (P31941 whole entry, looked up): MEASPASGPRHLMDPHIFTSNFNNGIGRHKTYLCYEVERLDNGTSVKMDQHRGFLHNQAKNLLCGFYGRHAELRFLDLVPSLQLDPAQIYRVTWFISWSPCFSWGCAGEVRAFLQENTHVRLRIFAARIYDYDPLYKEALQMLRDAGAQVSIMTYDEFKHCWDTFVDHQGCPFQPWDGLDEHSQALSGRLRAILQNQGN
beta cell repl = inducers of MIN6 beta-cell proliferation, primary screen, ATP luminescence, uHTS; MIN6 cells proliferation, ATPlite luminescence, 48 h; cells starved in 0.2% serum; 100% = growth in 10% serum; AID 2380, 2010; 330,000 tested, 0.29% active; proliferation, % at 10 µM;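 active = compounds whose signal lies at least 3.5 SD above the mean of all wells on their plate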;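 note: 0% = DMSO-treated cells in low-serum medium and 100% = 10% serum control; some compounds called inactive have numbers as strong as hits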
mIAP block = inhibitors of mouse IAP, primary screen, biochemical, luminescence, uHTS. purified mouse IAP, CDP-Star luminescence, 30 min. inhibition, % at 10 µM. 330,000 tested, 0.2% active. intestinal alkaline phosphatase [Mus musculus];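 active = inhibition of at least 40% at 10 µM in the primary screen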;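 note: plate controls were DMSO with enzyme for no effect and no enzyme wells for full effect; values of inactives mirror those of a sister screen read the other way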
hIAP activ = human IAP activators, primary screen, biochemical, luminescence, uHTS. activation factor at 10 µM. purified human IAP, CDP-Star luminescence, 30 min; hits give high values; 1 = vehicle-only enzyme, 0 = enzyme-free background. 330,000 tested, 0.16% active;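 active = activation factor of the enzyme at least 2-fold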; note: the source names both 10 and 20 µM as test concentration; values of inactives mirror those of a sister screen read the other way
APOBEC3G inh = APOBEC3G DNA deaminase inhibitors, primary screen, biochemical, fluorescence, single-stranded DNA substrate, uHTS; DNA dC->dU-editing enzyme APOBEC-3G (Homo sapiens), Q9HC16; AID 493012, 2011; 330,000 tested, 0.28% active; inhibition, % at 20 µM; recombinant A3G, ssDNA deamination FAM/TAMRA fluorescence;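 active = inhibition of at least 40% at 20 µM, with no more than 30% in the related APOBEC3A deaminase screen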;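 note: plate controls were DMSO wells with A3G for no effect and wells lacking A3G enzyme for full effect; some compounds called inactive have numbers as strong as hits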
Target sequence (Q9HC16 whole entry, looked up): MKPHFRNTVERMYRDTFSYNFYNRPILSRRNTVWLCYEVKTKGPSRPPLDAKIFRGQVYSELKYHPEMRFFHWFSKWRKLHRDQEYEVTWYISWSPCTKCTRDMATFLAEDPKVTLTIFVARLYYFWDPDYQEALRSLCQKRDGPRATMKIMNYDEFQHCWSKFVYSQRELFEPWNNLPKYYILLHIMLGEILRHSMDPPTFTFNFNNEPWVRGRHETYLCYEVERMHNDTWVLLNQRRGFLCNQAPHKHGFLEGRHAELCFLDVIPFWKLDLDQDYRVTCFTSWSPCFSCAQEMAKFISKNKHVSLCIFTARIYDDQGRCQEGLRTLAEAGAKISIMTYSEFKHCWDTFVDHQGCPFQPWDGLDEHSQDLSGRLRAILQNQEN
hIAP block = human IAP inhibitors, primary screen, biochemical, luminescence, uHTS. purified IAP, CDP-Star luminescence, 30 min. inhibition, % at 10 µM. 330,000 tested, 0.12% active. AID 2544, 2010;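 active = inhibition reaching a set limit with compound at 10 µM in the primary screen, cut at about 35% in these data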;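 note: plate controls were DMSO wells with enzyme for no effect and no-enzyme buffer wells for full effect; values of inactives mirror those of a sister screen read the other way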
MPTP block = mitochondrial permeability transition pore inhibitors, primary screen, biochemical, isolated mouse mitochondria, absorbance; Ca2+ swelling absorbance, 30 min; inhibition, % at 10 µM; 360,000 tested, 1.4% active;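 active = inhibition of 50% or more, scaled per plate between neutral and stimulator controls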;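 note: 0% = DMSO wells given calcium and 100% = 1 mM EGTA wells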
The depositor's hits bear a star; x = not tested or not shown.

Start of the data: the first 2 compounds, ahead of the listing:
1	CCc1ccc(NC(=O)c2cnn(-c3ccccc3)c2C2CCNCC2)cc1
2	CCCCC1(C)NC(=O)N(CC(=O)Nc2cc(S(=O)(=O)N3CCOCC3)ccc2Cl)C1=O (stereo unspecified)
entry no.	1	2
NR3A LBD binder	0	-2
mIAP act	1.1	1
A3A deaminase	0	10
beta cell repl	-1	-2
mIAP block	-7	-4
hIAP activ	0.93	1.1
APOBEC3G inh	-3	1
hIAP block	7	-6
MPTP block	1.9	0.4

The whole of this part, from the start:
1	CCc1ccc(NC(=O)c2cnn(-c3ccccc3)c2C2CCNCC2)cc1
2	CCCCC1(C)NC(=O)N(CC(=O)Nc2cc(S(=O)(=O)N3CCOCC3)ccc2Cl)C1=O (stereo unspecified)
3	Cc1ccc(N(CC(=O)NCCSc2nc3ccccc3s2)S(=O)(=O)c2ccccc2)c(C)c1
4	Cn1cc(Br)c(C(=O)NN2C(=O)C3C4C=CC(C5CC45)C3C2=O)n1 (stereo unspecified)
5	N/C(=N\OC(=O)c1cccc(Br)c1)c1ccccc1
entry no.	1	2	3	4	5
NR3A LBD binder	0	-2	-10	1	10*
mIAP act	1.1	1	1.6	0.98	1
A3A deaminase	0	10	-7	-3	1
beta cell repl	-1	-2	0	-3	-4
mIAP block	-7	-4	-59	2	-1
hIAP activ	0.93	1.1	1	0.94	1.2
APOBEC3G inh	-3	1	-4	-7	1
hIAP block	7	-6	-2	6	-24
MPTP block	1.9	0.4	12	-1.3	-0.4

6	CN1C(=O)NC(c2ccc(C(F)(F)F)cc2)C2=C1CC(C)(C)CC2=O (stereo unspecified)
7	CCn1ncc(NC(=S)NCCc2ccc(OC)c(OC)c2)c1C(N)=O
8	CC(CCc1ccccc1)NC(=O)C(Cc1ccccc1)NC(N)=O (stereo unspecified)
9	CCC(C)NC(=O)c1ccc(N2CC3CC(C2)c2cccc(=O)n2C3)c(NC(=O)c2ccc(Br)o2)c1 (stereo unspecified)
10	CCOC(=O)C1CCCN(S(=O)(=O)c2ccc3c(c2)CC(C)N3C(=O)C2CC2)C1 (stereo unspecified)
entry no.	6	7	8	9	10
NR3A LBD binder	-1	-2	-1	-2	-1
mIAP act	1.1	0.94	1	0.98	0.99
A3A deaminase	-2	-1	0	3	3
beta cell repl	-2	0	-1	7	-3
mIAP block	-9	6	-2	2	1
hIAP activ	1.2	1.1	0.96	1.1	1.1
APOBEC3G inh	-8	-5	-4	0	-1
hIAP block	-20	-7	4	-7	-10
MPTP block	0.0	-0.2	-0.9	0.0	-1.2

11	O=C(Oc1ccccc1)Oc1ccc2c(c1)oc(=O)c1ccccc12
12	O=C1CC(NS(=O)(=O)c2cc(F)ccc2F)CN1c1cccc(F)c1 (stereo unspecified)
13	COC(=O)C1CCN(C(c2cccs2)c2sc3nc(C)nn3c2O)CC1 (stereo unspecified)
14	CCCC(=O)Nc1ccc(C(=O)Nc2ccc([N+](=O)[O-])cc2OC)cc1
15	Cc1[nH]c2ccccc2c1SCCNC(=O)c1ccc(S(=O)(=O)N2CCCC2)cc1
entry no.	11	12	13	14	15
NR3A LBD binder	-32	0	1	9	-10
mIAP act	0.98	1	0.93	0.96	1
A3A deaminase	2	-2	1	0	-3
beta cell repl	1	-2	1	0	0
mIAP block	2	-1	7	4	-4
hIAP activ	0.89	1.1	1	0.95	0.88
APOBEC3G inh	2	-8	1	-3	1
hIAP block	11	-9	-4	5	12
MPTP block	0.6	-1.3	-0.8	-0.9	0.3

16	CC/C(=C\C(=O)c1ccncc1)Nc1ccc(Br)cc1
17	CCN1CCN(S(=O)(=O)c2cc(OC)c(Cl)cc2OC)CC1
18	O=[N+]([O-])c1ccc(Cl)c(S(=O)(=O)Nc2cccc(-c3ccc(N4CCCC4)nn3)c2)c1
19	NS(=O)(=O)c1ccc(N=NN2CCCCC2)cc1
20	Cc1ccc(C(=O)NCCN2C3=NC[C@H](C(C)C)N3C[C@H]2Cc2ccc(O)cc2)cc1Br
entry no.	16	17	18	19	20
NR3A LBD binder	-1	1	16*	-1	1
mIAP act	0.92	0.9	1	0.97	1.1
A3A deaminase	0	3	-1	1	0
beta cell repl	5	0	-3	1	-8
mIAP block	8	10	-1	2	-10
hIAP activ	1.2	1	0.98	0.93	0.99
APOBEC3G inh	-6	2	-9	-8	-7
hIAP block	-15	-3	2	7	1
MPTP block	0.2	0.2	-1.1	-3.5	1.3

21	O=C(Nc1cccc(F)c1)C1CC(=O)N(c2ccc(Cl)cc2)C1 (stereo unspecified)
22	COc1ccc(NC(=O)N(C)C[C@H]2Oc3c(NS(=O)(=O)c4cn(C)cn4)cccc3C(=O)N([C@H](C)CO)C[C@@H]2C)cc1
23	COc1ccc(C(=O)N/N=C/c2ccc(OC)c(CSc3ccccn3)c2)cc1
24	Nc1c2nc(-c3ccccc3Cl)[nH]c(=O)c2nc(=O)n1-c1ccccc1
25	COc1ccc(/C=N/N2CCN(C)CC2)cc1O
entry no.	21	22	23	24	25
NR3A LBD binder	-10	1	-2	-2	1
mIAP act	1.2	0.86	1.1	0.93	0.96
A3A deaminase	-2	-5	0	3	-6
beta cell repl	-1	2	-3	0	2
mIAP block	-22	14	-11	7	4
hIAP activ	1	1	1.1	1.4	0.83
APOBEC3G inh	-1	-4	0	-2	-8
hIAP block	0	-1	-12	-44	17
MPTP block	12	-0.9	2.5	1.7	-0.9

26	O=C(O)c1ccccc1C(=O)Nc1ccc(-n2nccc2C(F)(F)F)cc1
27	O=C(NC1CC1)C1=C[C@@H](c2coc3ccccc3c2=O)C[C@@H](OCCCCO)O1
28	N=c1n(CC(=O)c2ccc([N+](=O)[O-])cc2)c2ccccc2n1Cc1ccc(Cl)cc1
29	O=C(O)Cc1sc(Nc2ccc(Cl)cc2)nc1-c1cccs1
30	N#C/C(=C\c1ccccc1)C(=O)OCC(=O)N1CCCC1
entry no.	26	27	28	29	30
NR3A LBD binder	1	-2	-7	4	1
mIAP act	0.96	1	1	0.88	0.96
A3A deaminase	-3	-2	-1	-1	1
beta cell repl	-1	1	-3	-2	4
mIAP block	4	0	0	12	4
hIAP activ	0.84	0.89	0.98	0.88	1
APOBEC3G inh	-10	-5	0	2	9
hIAP block	16	11	2	12	-2
MPTP block	0.8	0.5	88*	x	-0.6

31	Cc1ccc(C)c(N2CCN(C(=O)Cn3c(=O)[nH]c4ccsc4c3=O)CC2)c1
32	Cc1ccc(C)c(N2CCN(C(=O)Nc3ccc4c(c3)N(C)C(=O)CS4)CC2)c1
33	O=C1OC(c2ccccc2)=N/C1=C\C=C\c1ccccc1[N+](=O)[O-]
34	COc1ccc(NC(=O)CNC(=O)Cn2c(C)cc3ccccc3c2=O)c(OC)c1
35	O=C(NCc1cccnc1)c1ccc(COc2ccc3c(c2)CCC3)o1
entry no.	31	32	33	34	35
NR3A LBD binder	0	-4	-8	-1	-4
mIAP act	0.94	1.8	0.8	1.1	1
A3A deaminase	-2	1	6	-7	7
beta cell repl	-2	-3	0	-3	-3
mIAP block	6	-78	20	-12	-3
hIAP activ	0.92	1	0.79	0.97	0.84
APOBEC3G inh	-5	5	1	-5	1
hIAP block	8	0	21	3	16
MPTP block	-0.8	35	-0.8	-2.1	3.7

36	CCOC(=O)c1c(C)[nH]c(C(=O)CSc2nc3ccccc3o2)c1C
37	Cc1cc(C)c(C)c(S(=O)(=O)NCc2ccco2)c1C
38	COc1ccc(C(=O)c2coc3ccc(O)c(CN4CCCC4)c23)cc1
39	Nc1nc(NCc2cccs2)nn1-c1ccccc1
40	CCOC(=O)c1cc2c(=O)c3cc(C)ccc3oc2nc1C
entry no.	36	37	38	39	40
NR3A LBD binder	-1	x	-1	1	6
mIAP act	0.99	0.95	0.94	0.93	0.95
A3A deaminase	-3	0	-4	-2	-3
beta cell repl	3	-2	-1	-2	-4
mIAP block	1	5	6	7	5
hIAP activ	0.94	0.78	0.93	0.97	0.96
APOBEC3G inh	-5	-2	-5	-6	-4
hIAP block	6	22	7	3	4
MPTP block	-0.9	x	0.3	-0.2	0.3

Random excerpt: four records from the list, in no set order.
8	CC(CCc1ccccc1)NC(=O)C(Cc1ccccc1)NC(N)=O (stereo unspecified)
16	CC/C(=C\C(=O)c1ccncc1)Nc1ccc(Br)cc1
1	CCc1ccc(NC(=O)c2cnn(-c3ccccc3)c2C2CCNCC2)cc1
21	O=C(Nc1cccc(F)c1)C1CC(=O)N(c2ccc(Cl)cc2)C1 (stereo unspecified)
entry no.	8	16	1	21
NR3A LBD binder	-1	-1	0	-10
mIAP act	1	0.92	1.1	1.2
A3A deaminase	0	0	0	-2
beta cell repl	-1	5	-1	-1
mIAP block	-2	8	-7	-22
hIAP activ	0.96	1.2	0.93	1
APOBEC3G inh	-4	-6	-3	-1
hIAP block	4	-15	7	0
MPTP block	-0.9	0.2	1.9	12

Single entries from the entries so far.
Value of cpd 39 in hIAP activ: 0.97
Value of cpd 38 in hIAP activ: 0.93

Further results.
41	CC(=O)Nc1ccc(OCC(=O)NCCc2ccc(Cl)cc2)cc1
42	Cc1ccc(-n2cccn2)c(CN2CCCC(C(=O)c3ccc4c(c3)OCO4)C2)c1 (stereo unspecified)
43	Cc1nc(N2CCC(C)CC2)c2c(C)c(C(=O)Nc3ccc(C(F)(F)F)cc3)sc2n1
44	N#CC1=C(SCC(=O)Nc2ccccc2)NC(=O)CC1c1ccc(O)cc1 (stereo unspecified)
45	CCCCc1nnc(NC(=O)C2CC(=O)N(c3ccc4c(c3)OCCO4)C2)s1 (stereo unspecified)
46	O=C(CN1CCN(S(=O)(=O)c2ccc(Cl)cc2)CC1)NCC1(N2CCOCC2)CCCCC1
entry no.	41	42	43	44	45	46
NR3A LBD binder	-1	-3	13*	-3	-1	0
mIAP act	1	0.89	0.9	0.95	1	0.85
A3A deaminase	-1	1	-2	-7	-2	0
beta cell repl	1	-4	-6	-4	0	1
mIAP block	-4	11	10	5	-4	15
hIAP activ	1.1	1	0.94	0.94	0.98	0.95
APOBEC3G inh	-6	-3	-5	-7	-7	-1
hIAP block	-6	-2	6	6	2	5
MPTP block	1.2	-1.4	88*	1.1	-6.4	0.7
